# Compound activity as filed in PubChem BioAssay.
# TGFb SMAD3 inh – inhibitors of TGF-b signaling; HepG2 CAGA-GFP TGF-b/SMAD3 reporter, GFP fluorescence, 18 h; TGF-beta stimulated, 500 pg/mL final; Potency, µM (titrated, usually from 46.1 µM), inactives show at the top dose activity, negative = inhibition, most hits filed as inhibitors; hit rate 1.2% among 410,000; AID 588855; further: potency means the concentration at half of the fitted maximal effect; on the % scale 0 is the no-effect control and ±100 the full control effect; nearly all actives have a fitted effect of over 65% in size
#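 GFP signal (ex488/em500-530) from TGF-beta-stimulated HEPG2 CAGA-GFP cells, 500 pg/mL final, 18 h at 37 degrees C in DMEM plus 1% FBS, normalized to unstimulated and DMSO-stimulated controls.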
# Mm-Cpn inhibitor – blocks the Methanococcus maripaludis chaperonin Mm-Cpn. purified Mm-Cpn ATPase, ADP Transcreener TR-FRET. Potency, µM (series often up to 76.9 µM), inactives show at the highest dose activity, negative = inhibition, most hits filed as inhibitors. hit rate 0.031% among 330,000. AID 504842; further: potency means the concentration at half of the fitted maximal effect; on the % scale 0 is the no-effect control and ±100 the full control effect; nearly all actives have a fitted effect of over 80% in size
#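 Inhibition of chaperonin ATP hydrolysis is measured as reduced ADP production, detected by competitive TR-FRET in which signal falls with ADP. Final enzyme 25 nM and ATP 10 uM, reacted 30 min at 37°C.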
# EPAC2 antag – blocks human EPAC2 exchange factor. Q8WZA2. EPAC2 GEF exchange of Rap1B-BODIPY-GDP, fluorescence. Potency, µM (titrated, usually from 114 µM), for inactives: top-dose activity, negative = inhibition, usual class: inhibitors. hit rate 0.18% among 360,000; further: potency means the concentration at half of the fitted maximal effect; on the % scale 0 is the no-effect control and ±100 the full control effect; nearly all actives have a fitted effect of over 45% in size; many of its hits are not listed in these tables
# Target sequence (Q8WZA2 whole entry, looked up): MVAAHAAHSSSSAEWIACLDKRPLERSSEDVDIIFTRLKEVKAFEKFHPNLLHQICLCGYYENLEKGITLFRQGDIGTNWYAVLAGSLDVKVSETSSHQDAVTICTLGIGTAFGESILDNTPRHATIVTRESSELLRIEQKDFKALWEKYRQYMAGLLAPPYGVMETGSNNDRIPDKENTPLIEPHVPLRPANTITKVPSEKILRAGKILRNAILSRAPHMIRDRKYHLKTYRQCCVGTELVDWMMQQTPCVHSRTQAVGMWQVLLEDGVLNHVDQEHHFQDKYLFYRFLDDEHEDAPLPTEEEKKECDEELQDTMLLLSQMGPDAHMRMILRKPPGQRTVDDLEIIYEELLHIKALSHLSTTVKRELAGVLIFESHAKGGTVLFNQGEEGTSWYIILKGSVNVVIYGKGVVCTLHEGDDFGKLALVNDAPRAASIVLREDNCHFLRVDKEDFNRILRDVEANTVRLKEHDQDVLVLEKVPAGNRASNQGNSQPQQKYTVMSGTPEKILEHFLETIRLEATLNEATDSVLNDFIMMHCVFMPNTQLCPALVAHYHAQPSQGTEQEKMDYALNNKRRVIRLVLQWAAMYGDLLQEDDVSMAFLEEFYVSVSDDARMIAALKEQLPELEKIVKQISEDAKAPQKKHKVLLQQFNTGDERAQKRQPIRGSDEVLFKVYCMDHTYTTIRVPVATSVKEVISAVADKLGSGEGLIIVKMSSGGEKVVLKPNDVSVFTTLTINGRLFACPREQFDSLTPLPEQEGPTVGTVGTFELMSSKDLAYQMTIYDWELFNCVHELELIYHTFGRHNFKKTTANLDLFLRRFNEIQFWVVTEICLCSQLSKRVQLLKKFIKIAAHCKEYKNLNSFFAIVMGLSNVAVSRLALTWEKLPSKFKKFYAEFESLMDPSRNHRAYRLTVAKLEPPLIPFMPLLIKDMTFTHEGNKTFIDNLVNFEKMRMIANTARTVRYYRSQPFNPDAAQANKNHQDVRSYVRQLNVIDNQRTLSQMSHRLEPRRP
# CCT modulator – modulators of cytosolic chaperonin (CCT/TRiC) activity | purified chaperonin ATPase assay, HTRF ADP detection, 30 min | hit rate 0.3% among 360,000 | activity change, % (no concentration beside the values), hits read low; in the data active means activity change below about -30%; further: on the % scale 0 is the no-effect control and ±100 the full control effect
#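 TRiC at 40 or 20 nM final (batch-dependent) in 30 mM Tris pH 7.4, 100 mM KCl, 5 mM MgCl2, 1 mM DTT, with compound at single 76 uM and 10 uM ATP, 30 min at 37 deg C. ADP detected by HTRF Transcreener, 665/615 ratio.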
# Nrf2 ARE act – activators of Nrf2 (ARE) signaling; hit rate 0.31% among 410,000; AREc32 ARE-luciferase reporter (MCF7-derived line), luminescence, 24 h; Potency, µM (highest dose often 46.1 µM), without a hit: at the highest dose activation, hits mostly activators; AID 624171; further: potency means the concentration at half of the fitted maximal effect; % of control where 0% means no effect; nearly all actives have a fitted effect of over 65% in size
#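 Nrf2 activation is followed as ARE-luciferase induction in the AREc32 line after one day of compound treatment; luminescence is read with Steady-Glo.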
# Nrf2 inh – inhibitors of Nrf2 signaling | A549 ARE-Fluc reporter, luciferase luminescence, 18-24 h | Potency, µM (top dose mostly 46 µM), for the others: top-dose activity change, negative = inhibition, hits mostly inhibitors | hit rate 2.1% among 360,000 | AID 504444; further: potency means the concentration at half of the fitted maximal effect; on the % scale 0 is the no-effect control and ±100 the full control effect; nearly all actives have a fitted effect of over 60% in size
#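 Concentration-response testing used A549 ARE_Fluc cells at 5000 cells/well. Following an 18-24 h compound incubation, viability was read by fluorescence (Ex 405/Em 525) and luciferase output by luminescence.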
# EPAC2 ag – EPAC2 (human) agonism. Q8WZA2. EPAC2 activation, biochemical qHTS; response scale: 100% = 6.5 mM cAMP response. Potency, µM (titrated, usually from 154 µM), for the others: top-dose activation, most hits filed as activators. hit rate 0.079% among 360,000; further: potency means the concentration at half of the fitted maximal effect; nearly all actives have a fitted effect of over 50% in size
#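 Guanine nucleotide exchange by EPAC2 is measured as reduced fluorescence of BODIPY-GDP once it is released from 250 nM Rap1B. Plates are read kinetically for 30 min at room temperature; results are scaled to 6.5 mM cAMP.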
# Akt phos inh – inhibitors of Akt phosphorylation | activity change, % for hits at 50 µM | hit rate 0.32% among 360,000 | Neuro2A IGF-stimulated pAkt S473 HTRF, 20 min; active compounds read low; in the data active means activity change below about -80%; inconclusive means mostly about -51% to -80%; further: on the % scale 0 is the no-effect control and ±100 the full control effect
#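 Neuro2A cells in DMEM with 0.5% FBS, overnight at 37 deg C, given compound at single 50 µM final, then IGF (6 nM final) for 20 min at 37 deg C. Lysed; phospho-Akt Ser473 by HTRF after 24 h, 665/615 ratio.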
# A549 tox – A549 cytotoxicity, counter-screen for Nrf2 inhibitors; Potency, µM (top dose mostly 46 µM), without a hit: at the top dose activity change, negative = cytotoxicity, usual class: inhibitors; A549 ARE-Fluc cells, CellTiter-Fluor viability, 18-24 h; hit rate 0.16% among 390,000; AID 504648; further: potency means the concentration at half of the fitted maximal effect; on the % scale 0 is the no-effect control and ±100 the full control effect
#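 A549 ARE_Fluc cells in 5% FBS OPTI-MEM were exposed to compounds in concentration-response for 18-24 h at 37 deg C. Viability was read by CellTiter-Fluor fluorescence (Ex 405/Em 525) after 30 min, before the luciferase read.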
# * = called active by the depositor; i = inactive; ? = inconclusive; · = not tested or not shown; & = joins results of further samples. Unless noted, the call rests on the fitted dose curve; in most records, active means well fitted curve in the direction sought with a large enough effect; inconclusive means small, poorly fitted or top-dose-only effect, or another doubt; inactive means no such curve, though single readings can be large; an effect the other way counts as inactive or inconclusive. The list is partial; the hit share may differ from the screen's.
SMILES,TGFb SMAD3 inh,Mm-Cpn inhibitor,EPAC2 antag,CCT modulator,Nrf2 ARE act,Nrf2 inh,EPAC2 ag,Akt phos inh,A549 tox
O=C(C1COc2ccccc2O1)N1CCN(c2ccccc2Cl)CC1 (centres undefined),9.7%,-1.5%,-8.6%,2.1,0.1%,?,13.1%,i,-3.3%
CC(C)(C)NC(=O)NC(=O)CN1CCN(c2ccc(O)cc2)CC1,-15.4%,-3.6%,18.9%,0.9,-0.3%,20.6µM*,16.4%,i,-21.4%
COc1ccc(C(=O)NCCCN2CCOCC2)cc1OC,-2.9%,-3.7%,-3.5%,-0.1,-0.3%,-9.8%,4.0%,i,-3.4%
COc1ccc(C2=Nn3c(nnc3-c3ccccc3F)SC2)cc1OCC1CC1,-0.5%,1.7%,-12.1%,·,3.9%,?,10.8%,·,-16.6%
COc1ccccc1NC(=O)c1cc2cc(Br)ccc2cc1O,5.62µM*,-27.7%,-1.1%,-1.3,11.1%,-32.0%,7.2%,i,-17.2%
Cc1ccccc1NC(=O)CSc1nc2ncc(Cl)cc2[nH]1,-17.3%,-7.0%,14.0%,-3.2,-0.1%,?,0.5%,i,3.0%
COc1ccc(NC(=O)c2cc(-c3ccc(OC)c(OC)c3)on2)cc1OC,-22.5%,0.3%,-4.6%,-2.7,-0.3%,-14.7%,6.1%,-88.2%*,-0.7%
O=C(CSCc1cnn(-c2ccccc2)c1-n1cccc1)NCc1cccc(Cl)c1,0.0%,·,·,·,-0.7%,?,·,·,-1.7%
C=CCNC(=O)c1nc2ccccc2s1,3.1%,0.5%,11.9%,2.2,8.3%,?,-9.7%,i,3.5%
CCCNC(=O)C1CCN(C(=O)N2CC(C)Oc3ccccc32)CC1 (centres undefined),-2.9%,·,·,·,-0.8%,·,·,·,4.1%
COc1ccc(C)cc1NC(=O)CN(C)S(=O)(=O)c1ccc2c(c1)c(=O)n(C)c(=O)n2C,?,0.4%,9.3%,-3.9,0.0%&-0.8%,1.0%&2.7%,2.5%,i,-4.9%&14.3%
Cc1cc(N2CCCC2=O)cc(C)c1S(=O)(=O)NCCOc1ccccc1,-7.7%,0.3%,2.7%,-1.8,0.0%,?,6.7%,i,2.7%
N#Cc1cc([N+](=O)[O-])cnc1Nc1ccccc1,-9.7%,-6.3%,-4.6%,1.4,0.3%,1.4%,9.3%,i,-0.3%
O=C(CSc1nnnn1C1CC1)Nc1cccc(S(=O)(=O)N2CCCC2)c1,1.3%,1.1%,4.3%,0.7,-0.7%,-21.4%,-1.7%,i,-7.9%
CC[C@]12c3[nH]c4cc(CCC(=O)N(C)C)ccc4c3CCN1C(=O)[C@@H](CC(=O)NC(C)(C)C)C[C@@H]2C(=O)N1CCN(C(=O)C2CC2)CC1,-13.3%,-0.7%,6.2%,-5.4,-0.9%,8.0%,2.8%,i,-0.6%
CC(=O)Nc1ccc(CCCCc2ccccc2)cc1,1.9%,·,-7.7%,-0.3,3.0%,?,10.3%,i,16.8%
C#CCOCCOCCOCCNc1nc(N2CCN(C(=O)Cn3cc(CC(C)O)nn3)CC2)nc(N2CCN(C(=O)[C@H]([C@@H](C)CC)n3cc(CCCN=C(N)N)nn3)CC2)n1 (some centres undefined),-4.5%,-1.8%,21.3%,2.1,0.2%,23.2%,4.0%,i,0.0%
CCC(C)Sc1nc2c(cnn2-c2ccc(C)cc2)c(=O)[nH]1 (centres undefined),15.8%,-1.8%,0.4%,-0.7,-0.3%,-20.8%,2.7%,i,-4.9%
COc1cc(C2C(C(C)=O)=C(O)C(=O)N2c2ccc(Br)cn2)ccc1O (centres undefined),-13.3%,-1.7%,-3.2%,-3.3,0.3%,0.6%,12.3%,i,-7.2%
CNC(=O)N(O)C1N(/N=C/c2ccccc2F)C(=S)SC1(C)C (centres undefined),-6.3%,0.9%,-2.3%,-1.8,15.0%,0.1%,20.1%,i,7.8%
CN(CCCN1CCOCC1)Cc1nc(-c2ccccc2)no1,8.8%,1.7%,3.9%,0.0,0.0%,10.2%,-1.2%,i,0.6%
CSC1=C(C#N)C(C)CC(=O)N1 (centres undefined),-1.2%,-1.5%,3.4%,-0.4,15.6%,-4.3%,-0.7%,i,0.9%
CCOc1ccc(CCNC(=O)C2CC(C)=CCC2C(=O)O)cc1OCC (centres undefined),0.0%,-9.4%,0.4%,-0.7,-0.7%,8.5%,3.0%,i,-8.3%
O=C(NNC(=O)c1cccs1)c1cccc(F)c1,-2.7%,2.4%,2.1%,-1.5,2.7%,16.0%,8.9%,i,2.4%
C/C(=N/NC(=O)c1ccc2c(c1)OCO2)c1ccc(NC(=O)c2ccc(F)cc2)cc1,-5.9%,-0.1%,-2.0%,-0.1,-2.0%,23.6%,0.9%,i,-0.5%
CC(C)N=C1NN=C(c2ccc(F)cc2)CS1,-17.6%,0.7%,11.5%,0.5,3.7%,?,5.4%,i,-0.1%
CCO/C(C)=N/n1c2nc3ccccc3nc2c2c(=O)n(CC(C)C)c(C)nc21,8.1%,1.3%,-0.2%,-0.9,-0.3%,-2.2%,0.5%,i,0.8%
O=C(Nc1cccc(NC(=O)c2ccco2)n1)c1ccco1,-11.7%,-0.3%,-2.3%,0.1,18.0%,12.0%,7.9%,i,-1.2%
COc1ccc(OCc2nnc(NC(=O)Nc3ccccc3F)s2)cc1,-10.8%,-1.2%,-8.2%,-0.1,-0.4%,13.2%,4.2%,i,0.6%
CC(=O)NC(C)(c1ccccc1)c1nc(-c2cccc(C(F)(F)F)c2)cs1 (centres undefined),-28.5%,·,?,-1.6,1.0%,·,5.4%,i,·
CCc1noc(C)c1C(=O)N(CCC(C)C)c1c(N)n(Cc2ccccc2)c(=O)[nH]c1=O,-12.4%,-0.8%,2.0%,-1.5,0.3%,10.8%,4.8%,i,-4.7%
CCOc1ccc(-c2cc(C(=O)Oc3ccc(C#N)cc3)no2)cc1,-2.2%,·,·,·,0.3%,14.4%,·,·,1.2%
O=C(/C(=C/c1cccc(Cl)c1)c1nc2ccccc2[nH]1)c1ccccc1,3.16µM*,1.3%,4.4%,1.7,?,11.4%,5.2%,i,-13.2%
COC(=O)c1cccc(NC(=O)COc2cccc([N+](=O)[O-])c2)c1,4.7%,-0.7%,2.4%,-1.5,2.3%,?,12.6%,i,1.5%
CN(C1=C(NC(=O)c2ccccc2)C(=O)c2ccccc2C1=O)C1CCS(=O)(=O)C1 (centres undefined),17.8µM*,-1.5%,-23.3%,-1.7,-2.3%,-17.4%,-8.6%,i,-17.2%
CC(C)c1ccc(NC(=O)Nc2csc3c2CCCC3)cc1,?,·,·,·,-0.9%,?,·,·,?
COc1ccc([C@H]2CC(=O)C=C(c3cccc(OCc4ccccc4)c3)C2)cc1,15.9%,-11.6%,11.9%,-0.8,-0.7%,-29.2%,11.4%,i,5.3%
COc1ccccc1NC(=O)C/C(N)=N/OCC(=O)Nc1cccc(Cl)c1,2.7%,2.7%,13.8%,0.7,-0.3%,3.0%,0.7%,i,-0.7%
Cc1ccc(NC(=O)C(NC2CCCC2)c2ccccc2)cc1Cl (centres undefined),-26.9%,1.4%,-9.1%,-1.2,2.7%,10.5%,11.5%,i,0.8%
CC(=O)Nc1ccc(NC(=O)c2cc(=O)c3cc(C)cc(C)c3o2)cc1,-1.5%,-0.8%,2.2%,-0.7,-0.3%,?,4.7%,i,-1.2%
COC(=O)c1ccc(NC(=O)c2ccco2)cc1,0.0%,-0.6%,17.4%,-0.7,-1.0%,7.9%,0.2%,i,0.0%
Fc1ccc(CSc2nnc3ccccn23)c(Cl)c1,-4.9%,-1.4%,6.1%,-1.3,2.6%,27.5%,1.5%,i,3.0%
C=C1c2ccc(C)cc2NC(=O)N1c1ccccc1,11.9%,0.2%,8.2%,-0.7,9.6%,17.0%,1.7%,i,-5.6%
COC(=O)c1ccccc1NC(=O)c1nc(S(=O)(=O)Cc2cccc(C)c2)ncc1Cl,-3.4%,·,·,·,-1.0%,20.4%,·,·,-11.0%
COc1cccc(NC(=O)CN(C)C(=O)C2CC(=O)N(CCc3ccc(OC)c(OC)c3)C2)c1 (centres undefined),4.7%,·,-2.8%,0.7,0.1%,?,4.8%,i,-17.7%
CCc1cccc(CC)c1NC(=S)Nc1cccc(Cl)c1Cl,?,1.1%,-12.4%,-1.6,-0.6%,16.3%,-5.4%,i,12.8%
N#C/C(=C\c1cccnc1)C(=O)Nc1ccc(C(=O)O)cc1,-1.7%,-0.6%,11.4%,1.1,2.0%,3.5%,-0.5%,i,-5.8%
O=C(COC(=O)COc1ccc(Cl)cc1)Nc1ccc(N2CCOCC2)cc1,25.4%,1.8%,-19.2%,0.3,-1.0%,-1.2%,-1.9%,i,2.0%
COC(=O)c1ccccc1NC(=O)Nc1ccc(C)cn1,-12.6%,0.5%,0.3%,-2.9,0.1%,?,3.8%,i,-13.6%
COc1ccc2[nH]c3c(=O)n4c(nc3c2c1)SCCC4,?,-8.8%,-7.1%,0.6,4.5%,4.1%,7.2%,i,-8.5%

# Structural class, the compounds so far with a tert-butyl group
SMILES,TGFb SMAD3 inh,Mm-Cpn inhibitor,EPAC2 antag,CCT modulator,Nrf2 ARE act,Nrf2 inh,EPAC2 ag,Akt phos inh,A549 tox
CC(C)(C)NC(=O)NC(=O)CN1CCN(c2ccc(O)cc2)CC1,-15.4%,-3.6%,18.9%,0.9,-0.3%,20.6µM*,16.4%,i,-21.4%
CC[C@]12c3[nH]c4cc(CCC(=O)N(C)C)ccc4c3CCN1C(=O)[C@@H](CC(=O)NC(C)(C)C)C[C@@H]2C(=O)N1CCN(C(=O)C2CC2)CC1,-13.3%,-0.7%,6.2%,-5.4,-0.9%,8.0%,2.8%,i,-0.6%
